LmPK inh – inhibitors of Leishmania mexicana pyruvate kinase. purified LmPK, Kinase-Glo ATP luminescence, 1 h. Q27686. Potency, µM (top dose mostly 57.5 µM), without a hit: top-dose activity change, negative = inhibition, usual class: inhibitors. hit rate 0.37% among 290,000. AID 1721; further: potency means the concentration at half of the fitted maximal effect; on the % scale 0 is the no-effect control and ±100 the full control effect
Target sequence (Q27686 whole entry, looked up): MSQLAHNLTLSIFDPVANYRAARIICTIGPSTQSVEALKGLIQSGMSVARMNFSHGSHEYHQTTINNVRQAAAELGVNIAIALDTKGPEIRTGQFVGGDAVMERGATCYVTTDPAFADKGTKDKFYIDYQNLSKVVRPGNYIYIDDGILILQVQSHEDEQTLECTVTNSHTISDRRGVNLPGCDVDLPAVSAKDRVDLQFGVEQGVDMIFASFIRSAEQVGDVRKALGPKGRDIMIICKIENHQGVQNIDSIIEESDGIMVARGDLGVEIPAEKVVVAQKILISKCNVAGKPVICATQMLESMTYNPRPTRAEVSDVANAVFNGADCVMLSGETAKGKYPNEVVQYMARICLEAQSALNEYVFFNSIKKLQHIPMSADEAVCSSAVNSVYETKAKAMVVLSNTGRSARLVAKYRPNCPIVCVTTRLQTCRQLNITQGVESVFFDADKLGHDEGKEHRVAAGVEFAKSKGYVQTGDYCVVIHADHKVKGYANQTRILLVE
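Pyruvate kinase activity monitored as ATP production (luciferase luminescence). Conditions: 0.1 nM enzyme, 0.5 mM PEP, 0.1 mM ADP, 1 h, RT; normalized against uninhibited and no-enzyme wells.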
CHX counter – counter-screen hit for Shiga toxin inhibitors, cycloheximide. cell reporter, cycloheximide protein synthesis inhibition counterscreen. max response, %. hit rate 12% among 300,000. AID 2314; in the data active means max response mostly above about 13%, no sharp cut-off; inactive means mostly below about 14%; further: read at 38.3 µM for the half of the compounds with a filed dose; 0% is about no effect
Pf growth 48h – inhibits P. falciparum growth in the first generation, 48 h; P. falciparum luciferase growth in erythrocytes, 48 h; Potency, µM (doses to about 28.7 µM), inactives show at the highest dose activity change, negative = inhibition, hits mostly inhibitors; hit rate 5.9% among 310,000; AID 504832; further: potency means the concentration at half of the fitted maximal effect; on the % scale 0 is the no-effect control and ±100 the full control effect
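In quantitative HTS format, infected erythrocytes bearing luciferase-reporter parasites were treated for a single generation at 37 C. Luminescence after adding detection reagent served as the growth measure.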
Tb PYK inh – inhibitors of Trypanosoma brucei pyruvate kinase; Q57TT1; TbPYK enzyme, Kinase-Glo Plus ATP luminescence, 45 min; Potency, µM (doses to about 76.8 µM), for inactives: top-dose activity, negative = inhibition, usual class: inhibitors; hit rate 0.12% among 410,000; further: potency means the concentration at half of the fitted maximal effect; on the % scale 0 is the no-effect control and ±100 the full control effect; nearly all actives have a fitted effect of over 50% in size
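ADP (130 uM final) triggers the TbPYK reaction after compound addition; incubation is 45 min at room temperature. Kinase-Glo Plus is then added and luminescence imaged. Normalized data are fitted to concentration-effect curves.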
Shiga inhibitor – blocks Shiga toxin action in Vero cells; Vero cells, Shiga toxin protein synthesis inhibition reporter; inhibition, % at 38.7 µM; hit rate 9.2% among 290,000; AID 2315; in the data active means inhibition mostly above about 28%, no sharp cut-off; inactive means mostly below about 43%; further: 0% is about no effect
Pf growth 96h – P. falciparum growth inhibition at 96 hours. P. falciparum luciferase reporter growth, 96 h. Potency, µM (doses to about 28.7 µM), without a hit: at the top dose activity change, negative = inhibition, hits mostly inhibitors. hit rate 6.9% among 320,000; further: potency means the concentration at half of the fitted maximal effect; on the % scale 0 is the no-effect control and ±100 the full control effect
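Luminescence readout: decreased luciferase signal marks inhibited growth of reporter-expressing P. falciparum in infected red cells (2% hematocrit, 0.05% parasitemia final), exposed to compound two generations (96 h, 37 C, 5% CO2).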
HCV inh – blocks hepatitis C virus; Potency, µM (doses to about 41.8 µM), for inactives: top-dose activity change, negative = inhibition, usual class: inhibitors; AID 651820; hit rate 3.4% among 340,000; Huh7.5.1 HCVcc-Cre infection, luciferase reporter, 44 h; further: potency means the concentration at half of the fitted maximal effect; on the % scale 0 is the no-effect control and ±100 the full control effect
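Whole-lifecycle infectious HCVcc-Cre system; cells 1,000/well, compound then virus (~0.5 moi) added 4 h after plating, 44 h culture. Luciferase read 15 sec following 15 min substrate incubation, room temp.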
* marks the source's active call; other numbers are inactive results; ? = inconclusive; / = not tested or not shown; & = joins results of further samples; [ ] = dose if it differs, or a comment. Unless noted, the call rests on the fitted dose curve; in most records, active means well fitted curve in the direction sought with a large enough effect; inconclusive means small, poorly fitted or top-dose-only effect, or another doubt; inactive means no such curve, though single readings can be large; an effect the other way counts as inactive or inconclusive. No enrichment for hits; 24% or so of the library scored in one or more.

(1) O=C(CN1CCN(C(=O)C2CC2)CC1)Nc1cc(C(F)(F)F)cc(C(F)(F)F)c1
(2) Cn1c(=O)c2c(nc(Br)n2Cc2ccc3ccccc3c2)n(C)c1=O
(3) COC(=O)C1=C(c2c(C)noc2C)C[C@@H]2CC[C@H]1N2C(=O)N1CCC(O)(c2ccc(Cl)cc2)CC1
(4) CCN(CC)C(=O)C1=C(C)NC(=S)NC1c1cn(-c2ccccc2)nc1-c1ccc(Cl)cc1 (configuration not stated)
(5) NC(=O)[C@@H]1CCCCNc2c(F)cc([N+](=O)[O-])cc2C(=O)N[C@@H](CC(=O)O)C(=O)NCC(=O)N1
(6) CCOC(=O)c1ccc(Nc2cc(C)nc(-c3ccccc3)n2)cc1

compound no.	1	2	3	4	5	6
LmPK inh	/	10%	/	3%	1%	3%
CHX counter	/	-4	/	-4	-4	0
Pf growth 48h	-23%	/	6.6µM*	4.1µM*	0%	10µM*
Tb PYK inh	3%	-6%	-5%	-9%	2%	4%
Shiga inhibitor	/	-19	/	-5	-4	27
Pf growth 96h	-14%	5.2µM*	?	?	-18%	51%[activator]
HCV inh	?	?	-17%	-4%	4%[8.37 µM]	?

(7) CC1CN(S(=O)(=O)c2ccccc2)CN1C(=O)N1CCOCC1 (configuration not stated)
(8) COc1cc(NC(=O)c2c(F)cccc2F)c(Cl)cc1Cl
(9) Cc1ccnc2c1NC(=O)c1cccnc1N2C1CC1
(10) C=C(C)c1cccc(C(C)(C)NC(=O)Nc2ccc(C(N)=O)cc2)c1
(11) COc1ccc(C)cc1NS(=O)(=O)c1ccc(NS(=O)(=O)c2ccc(NC(C)=O)cc2)cc1
(12) CCOc1ccccc1-c1cc(C(=O)N2CCOCC2)c2ccccc2n1

compound no.	7	8	9	10	11	12
LmPK inh	-4%	8%	-4%&-20%	3%	3%	-3%
CHX counter	-8	-2	-1&-6	-5	-2	-3
Pf growth 48h	8%	-12%	-8%&-3%	-12%	-9%	?
Tb PYK inh	-7%	-15%	4%&-3%	-13%	4%	-4%
Shiga inhibitor	-5	-6	-3&-4	-7	0	-11
Pf growth 96h	2%	8%	-3%	35%[activator]	8%	-10%
HCV inh	3%	-27%	11%	-18%	?	/

(13) CCN(CC)CCOC(=O)c1c(C)n(C)c2ccc(OC)cc12
(14) CC(C)CCNCC1OCc2ccccc2CO1
(15) O=C(Nc1ccc([N+](=O)[O-])cc1)c1nc[nH]c1C(=O)NC1CCCCC1
(16) Cc1ccc(S(=O)(=O)N(C)c2ccc(OCC(=O)N3CCCC(C(F)(F)F)C3)cc2)cc1 (configuration not stated)
(17) CC1CC=C2C(C#N)=C(N)C(C#N)(C#N)C(c3cccs3)C2C1 (configuration not stated)
(18) O=C(CN1CCOCC1)Nc1c(C(=O)C2CC2)oc2ccccc12

compound no.	13	14	15	16	17	18
LmPK inh	-8%	3%	-1%	/	-1%	1%
CHX counter	1	-3	-3	/	2	-1
Pf growth 48h	18%	4%	?	?	?	-5%
Tb PYK inh	7%	-2%	1%	2%	-14%	4%
Shiga inhibitor	-17	-2	-6	/	3	-23
Pf growth 96h	27%	356%[activator]	?	?	19%	38%[activator]
HCV inh	-30%	5%	-12%	?	-27%	-12%

(19) CCOC(=O)c1ccc(S(=O)(=O)n2c(CN3CCCCC3)nc3ccccc32)cc1
(20) CC(=O)N(NC(N)=O)C(C)CC(=O)C1C(C)C=CCC1(C)C (configuration not stated)
(21) Cc1cc(C)c(OCC(O)CNC(C)(C)C)c(C)c1 (configuration not stated)
(22) CC1CC(C)CN(C(=O)CSC2=Nc3ccccc3C3=NC(Cc4c[nH]c5ccccc45)C(=O)N23)C1 (configuration not stated)
(23) CCc1c(C)sc(NC(=O)CN2CCN(C(=O)c3ccco3)CC2)c1C(=O)OC
(24) CCCc1nc2c(C)ccc(C)c2c(N)c1CC

compound no.	19	20	21	22	23	24
LmPK inh	-6%	-2%	3%	2%	-2%	2%
CHX counter	-3	-2	-2	-2	16*	1
Pf growth 48h	?	39%[activator]	-16%	/	?	13µM*
Tb PYK inh	-2%	3%	5%	/	-1%	1%
Shiga inhibitor	-4	-12	21	-8	37	-10
Pf growth 96h	3%[5.75 µM]	43%[activator]	15%	5.2µM*	19%	9.3µM*
HCV inh	-22%	23%	?	-25%	11µM*	?

(25) O=C(CSc1nnc(-c2cnccn2)n1Cc1ccco1)c1ccc(Cl)cc1
(26) COc1ccc(-n2nnnc2SCC(=O)NC2CCCC2)cc1OC
(27) CCOc1ccccc1NC(=S)N1CCN(c2ccc(OC)cc2)CC1
(28) Cc1ccccc1C(=O)c1cccn1CC(=O)NCc1ccc(F)cc1
(29) COc1ccc(CC(=O)Nc2ccccc2Oc2ccccc2)cc1
(30) COc1ccc(S(=O)(=O)Nc2ccc(NC(C)=O)cc2)cc1OC

compound no.	25	26	27	28	29	30
LmPK inh	2%	-6%	1%	-1%	4%	3%
CHX counter	-1	-2	-1	20	6	-2
Pf growth 48h	?	-16%	24%	14%	23%	-3%
Tb PYK inh	-12%	1%	6%	-5%	/	1%
Shiga inhibitor	-5	-7	-8	21	-3	-5
Pf growth 96h	-30%	13%	13%	3%	1%	?
HCV inh	-17%	-9%	-6%	-3%	/	17%

(31) O=[N+]([O-])c1c(NCCO)cc(N2CCC3(CC2)OCCO3)c2nonc12
(32) CCC1C(=O)Nc2nc(-c3ccccc3)c(-c3ccccc3)n2N=C1C (configuration not stated)
(33) CC(C)(C)C1=NN(c2ccc([N+](=O)[O-])cc2)C(c2ccccc2)C1 (configuration not stated)
(34) COc1ccc(/C=C2\NC(=S)N(CC3CCCO3)C2=O)c(OC)c1C (configuration not stated)
(35) CC1Cc2ccccc2N1CC(=O)NCc1ccc2c(c1)OCO2 (configuration not stated)
(36) Cn1c(=O)c(C(=O)NCc2ccccc2)c(O)c2ccccc21

compound no.	31	32	33	34	35	36
LmPK inh	2%	2%	5%	1%	3%	-1%
CHX counter	-1	-6	1	13	-7	-3
Pf growth 48h	-9%	0%	?	/	10%	-5%
Tb PYK inh	-8%	-3%	-5%	-11%	-11%	2%
Shiga inhibitor	9	12	-8	3	-14	-5
Pf growth 96h	?	/	?	3%	-21%	-16%
HCV inh	-4%	-5%	-3%	2%	3%	-27%

(37) NC(=O)CC(NC(=O)c1cccc(Br)c1)c1ccc(N2CCN(c3ccccn3)CC2)c([N+](=O)[O-])c1 (configuration not stated)
(38) CCOCc1nnc(NC(=O)C2CCN(C(=O)c3ccco3)CC2)s1
(39) CCS(=O)(=O)c1cc([N+](=O)[O-])c(Sc2ccccc2NC(C)=O)s1
(40) CN(C)CCCN(C(=O)c1ccc(S(=O)(=O)N2CCc3ccccc32)cc1)c1nc2ccc(F)cc2s1
(41) CCN1CCN(C(C(=O)NC2CCCCC2)c2ccc(Cl)cc2)CC1 (configuration not stated)
(42) Cc1ccc(C2(C)NC(=O)N(CC(=O)Nc3c(C)n(C)n(-c4ccccc4)c3=O)C2=O)cc1 (configuration not stated)

compound no.	37	38	39	40	41	42
LmPK inh	-2%	2%	7%	6%	5%	2%
CHX counter	-3	5	14*	-1	4	-5
Pf growth 48h	1%	0%	-6%	?	11%	23%
Tb PYK inh	-5%	2%	-33%	-5%	4%	12%
Shiga inhibitor	-6	47	33	18	12	-14
Pf growth 96h	?	?	0%	?	/	-6%
HCV inh	-29%	8%	8%	-28%	?	17%

Of the compounds above, these contain fluorine:
(1) O=C(CN1CCN(C(=O)C2CC2)CC1)Nc1cc(C(F)(F)F)cc(C(F)(F)F)c1
(5) NC(=O)[C@@H]1CCCCNc2c(F)cc([N+](=O)[O-])cc2C(=O)N[C@@H](CC(=O)O)C(=O)NCC(=O)N1
(8) COc1cc(NC(=O)c2c(F)cccc2F)c(Cl)cc1Cl
(16) Cc1ccc(S(=O)(=O)N(C)c2ccc(OCC(=O)N3CCCC(C(F)(F)F)C3)cc2)cc1 (configuration not stated)
(28) Cc1ccccc1C(=O)c1cccn1CC(=O)NCc1ccc(F)cc1
(40) CN(C)CCCN(C(=O)c1ccc(S(=O)(=O)N2CCc3ccccc32)cc1)c1nc2ccc(F)cc2s1

compound no.	1	5	8	16	28	40
LmPK inh	/	1%	8%	/	-1%	6%
CHX counter	/	-4	-2	/	20	-1
Pf growth 48h	-23%	0%	-12%	?	14%	?
Tb PYK inh	3%	2%	-15%	2%	-5%	-5%
Shiga inhibitor	/	-4	-6	/	21	18
Pf growth 96h	-14%	-18%	8%	?	3%	?
HCV inh	?	4%[8.37 µM]	-27%	?	-3%	-28%

(listing goes on)
(43) O=C(Cc1coc2ccc3ccccc3c12)NC1CCCc2ccccc21 (configuration not stated)
(44) O=C(O)c1ccccc1-n1c(-c2ccccc2)cc2c1CCCC2=O
(45) CCN(CC(=O)NCc1cccs1)C(=O)COc1ccc(C(C)=O)cc1
(46) CCCC(C)C(=O)NCc1ccc2c(c1)OCO2 (configuration not stated)
(47) CC(NCC1(N2CCOCC2)CCCCC1)C(=O)Nc1ccc(Cl)cc1Cl (configuration not stated)
(48) Cc1ncc2c(c1OC(=O)c1ccccc1)COC(C)(C)OC2

compound no.	43	44	45	46	47	48
LmPK inh	-2%	-1%	/	-3%	13%	5%
CHX counter	0	1	/	5	14	-4
Pf growth 48h	?	13%	23%	7%	?	/
Tb PYK inh	-8%	-4%	-6%	-6%	1%	2%
Shiga inhibitor	-7	8	/	21	-4	-11
Pf growth 96h	?	1%	39%[activator]	13%	9.3µM*	?
HCV inh	?	4%	?	17%	-12%	9%

(49) CCOc1ccc(NC(=S)N2c3ccccc3CC2C)cc1 (configuration not stated)
(50) Cc1ccc(OCc2nnc(SCC(=O)c3cccs3)n2-c2ccccc2)cc1C
(51) CSc1cccc(NC(=O)CCc2ccccc2)c1
(52) Cc1ccc(S(=O)(=O)CCC(=O)OCC(=O)NNC(=O)c2ccc([N+](=O)[O-])cc2)cc1
(53) O=C(c1ccc(C(F)(F)F)cc1)C1CCCN(C(=O)CN2C(=O)CSC2=O)C1 (configuration not stated)
(54) Cc1cc(C)cc(C(=O)Nc2cccc(NC(=O)c3ccco3)c2)c1
(55) Cc1nn(-c2ccccc2)c(C)c1/C=N/NC(=O)CSc1nc2ccccc2c(=O)n1-c1ccc(Br)cc1

compound no.	49	50	51	52	53	54	55
LmPK inh	0%	8%	-2%	/	-5%	-5%	0%
CHX counter	9	31*	18*	/	25*	21*	-2
Pf growth 48h	20%	-7%	10%	-18%	35%[activator]	?	-1%
Tb PYK inh	-10%	-22%	3%	7%	-6%	4%	3%
Shiga inhibitor	-5	73*	50*	/	53*	19	8
Pf growth 96h	-4%	?	27%	11%	20%	-21%	0%
HCV inh	7%	?	-8%	7%	-7%	/	?
